Apoferritin bind = qHTS Assay for Identification of Novel General Anesthetics; apoferritin/1-aminoanthracene competitive binding, fluorescence; Potency, µM (doses to about 77.5 µM), for the others: at the top dose activity change, negative = displacement, hits mostly inhibitors; 350,000 tested, 0.074% active; AID 485281, 2010; also: potency is read from the fitted curve at half-maximal effect; % is scaled to controls: 0 for no effect and ±100 for the full control effect; nearly all actives have a fitted effect of over 20% in size
Target sequence (P02791 2-175 limits assumed): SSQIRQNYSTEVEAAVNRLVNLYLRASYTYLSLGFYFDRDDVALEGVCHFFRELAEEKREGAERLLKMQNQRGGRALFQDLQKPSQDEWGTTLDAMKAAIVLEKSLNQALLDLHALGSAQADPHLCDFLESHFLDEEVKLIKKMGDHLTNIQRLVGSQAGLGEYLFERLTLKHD
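10 uM apoferritin + 50% sat. 1-AMA, PBS; cpd 10 min RT; Ex380/Em535 endpoint; normalized to free probe vs complex; 4-param Hill fit; propofol titration as pos. ctrl.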
D2 potentiator = HTS Assay for Positive Allosteric Modulators of the Human D2 Dopamine Receptor: Primary Screen for Potentiators. potentiation, % at 10 µM. D(2) dopamine receptor (Homo sapiens), P14416. HEK293 T-REx D2, calcium flux, EC20 dopamine potentiation. 340,000 tested, 0.34% active;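 active = potentiation over 3 SD above the plate norm, cut at about 30% in these data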; also: 0% is about no effect
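Using a no-wash calcium dye in inducible, force-coupled HEK293 Trex cells expressing D2, we tracked fluorescence each second for 180 s after compound, then for 180 s after EC20 dopamine to detect augmented signalling.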
RXFP1 ag = qHTS Assay for Agonists of the Relaxin Receptor RXFP1. Relaxin receptor 1 (Homo sapiens), Q9HBX9. HEK293T-RXFP1 cAMP TR-FRET, 30 min; response scale: percent of porcine relaxin response, buffer zero. Potency, µM (highest dose often 57.5 µM), without a hit: at the top dose activation, hits mostly activators. 370,000 tested, 0.3% active. AID 2676, 2010; also: potency is read from the fitted curve at half-maximal effect; % is scaled to controls: 0 for no effect and ±100 for the full control effect; nearly all actives have a fitted effect of over 60% in size; many of its hits are not listed in these tables
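HEK293 cells stably expressing RXFP1, treated 30 min at 37C with compounds plus PDE4 inhibitor Ro 20174; cAMP measured by HTRF TR-FRET. Normalized to buffer and 29 nM porcine relaxin; EC50 by Hill fit.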
RXFP1 antagonist = qHTS Assay for Antagonists of the Relaxin Receptor RXFP1. activity change, negative = inhibition, % at 57.5 µM. 350,000 tested, 0.59% active. HEK293-RXFP1, relaxin-stimulated cAMP HTRF, 30 min; hits give low values. Relaxin receptor 1 (Homo sapiens), Q9HBX9;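 active = activity change of -60% or lower, but not beyond a set lower limit; inconclusive = change between -60% and -40%, or beyond the set limit; inactive = change above -40%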; also: % is scaled to controls: 0 for no effect and ±100 for the full control effect
D1 agonist = Allosteric Agonists of the Human D1 Dopamine Receptor: qHTS | D(1A) dopamine receptor (Homo sapiens), P21728 | HEK293 T-REx D1 cells, calcium flux, agonist mode | activation, % at 2 µM | 360,000 tested, 1% active | AID 504660, 2011; in the data active = activation above about 30%; also: 0% is about no effect
Target sequence (P21728 whole entry, looked up): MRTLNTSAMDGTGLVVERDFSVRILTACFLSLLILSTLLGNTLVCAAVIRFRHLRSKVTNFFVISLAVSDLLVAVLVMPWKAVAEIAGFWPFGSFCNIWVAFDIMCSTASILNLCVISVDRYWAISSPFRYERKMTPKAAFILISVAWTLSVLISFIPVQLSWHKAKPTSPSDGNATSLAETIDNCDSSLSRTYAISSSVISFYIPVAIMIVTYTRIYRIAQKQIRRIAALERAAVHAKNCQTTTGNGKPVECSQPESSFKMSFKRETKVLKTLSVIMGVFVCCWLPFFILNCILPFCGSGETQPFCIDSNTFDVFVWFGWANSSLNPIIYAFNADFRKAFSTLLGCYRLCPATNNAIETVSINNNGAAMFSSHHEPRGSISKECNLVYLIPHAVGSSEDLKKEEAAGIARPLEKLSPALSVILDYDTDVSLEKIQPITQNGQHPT
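Agonism was scored from calcium flux recorded over 180 s (1 read/s) after pintool compound addition, following a 10-cycle baseline. Cells were inducible force-coupled HEK293 TREx D1, plated overnight at 30 C and loaded with no-wash calcium dye.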
TRHR ag = qHTS for Small Molecule Agonists and Allosteric Enhancers of Human TRH Receptor: Primary Screen for Agonists. Thyrotropin-releasing hormone receptor (Homo sapiens), P34981. TRHR cells, calcium flux fluo-8, FDSS agonist mode. activation, % at 2 µM. 360,000 tested, 0.18% active; in the data active = activation above about 30%; also: 0% is about no effect
Target sequence (P34981 whole entry, looked up): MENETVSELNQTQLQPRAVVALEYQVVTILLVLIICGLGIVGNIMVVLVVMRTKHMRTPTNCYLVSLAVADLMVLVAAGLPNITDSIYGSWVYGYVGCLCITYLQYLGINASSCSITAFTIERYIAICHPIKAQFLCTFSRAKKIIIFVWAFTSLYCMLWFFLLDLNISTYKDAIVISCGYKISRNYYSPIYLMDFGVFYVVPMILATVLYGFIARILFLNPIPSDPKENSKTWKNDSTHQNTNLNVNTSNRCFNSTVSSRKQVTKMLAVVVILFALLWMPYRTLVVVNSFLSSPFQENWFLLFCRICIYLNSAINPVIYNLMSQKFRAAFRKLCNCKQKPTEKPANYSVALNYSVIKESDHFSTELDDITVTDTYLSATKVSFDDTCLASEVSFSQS
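Fluo-8-loaded TRHR cells; 10 s baseline, compound added, kinetic Ca2+ fluorescence read 1/s, agonist mode.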
D1 PAM = Potentiators of Human D1 Dopamine Receptor: qHTS; HEK293 TREx D1 cells, calcium flux, dopamine EC20 potentiation; D(1A) dopamine receptor (Homo sapiens), P21728; potentiation, % at 10 µM; 360,000 tested, 0.036% active; in the data active = potentiation above about 30%; also: 0% is about no effect
TRHR enhancer = qHTS for Small Molecule Agonists and Allosteric Enhancers of Human TRH Receptor: Primary Screen for Enhancers; Thyrotropin-releasing hormone receptor (Homo sapiens), P34981; AID 493056, 2011; 360,000 tested, 0.66% active; TRHR cells, fluo-8 calcium fluorescence, EC20 TRH enhancement; enhancement, % at 2 µM; in the data active = enhancement above about 30%; also: 0% is about no effect
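TRHR-expressing cells loaded with fluo-8 calcium dye were read kinetically (ex 480/em 530) during compound addition, then stimulated with an EC20 of TRH (10 nM final). Enhancement of the Gq-mediated intracellular calcium response was scored.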
D1 antagonist = Antagonist of Human D 1 Dopamine Receptor: qHTS; AID 504652, 2011; activity change, negative = inhibition, % at 10 µM; D(1A) dopamine receptor (Homo sapiens), P21728; HEK293 TREx D1 cells, calcium flux, dopamine EC80; hits give low values; 360,000 tested, 3.2% active; in the data active = activity change below about -30%; also: % is scaled to controls: 0 for no effect and ±100 for the full control effect
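Calcium flux readout: force-coupled, inducible Hek293 Trex D1 line, cells induced overnight at 30 C with tetracycline, dye-loaded 30–90 min at RT. Antagonism scored against EC80 dopamine challenge given 180 s after compound.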
* = called active by the depositor; ? = inconclusive; . = no result given; [ ] = another dose, or the depositor's remark. Unless noted, calls follow the shape of the dose curve; as a rule, active = well fitted curve in the direction sought with a large enough effect; inconclusive = small, poorly fitted or top-dose-only effect, or another doubt; inactive = no such curve, though single readings can be large; an effect the other way counts as inactive or inconclusive.

Order of results – Apoferritin bind, D2 potentiator, RXFP1 ag, RXFP1 antagonist, D1 agonist, TRHR ag, D1 PAM, TRHR enhancer, D1 antagonist
- Cc1nn(CC(=O)NNC(=O)c2ccc(Br)cc2)c(C)c1[N+](=O)[O-]
  ., 3, 1.6%, 1, 1, 0.6, 1, 4, 15
- O=C(NCCS(=O)(=O)N1CCN(c2ccc(F)cc2)CC1)C1CC(=O)N(c2ccc(F)cc2)C1 (stereo not drawn)
  -4%, -10, 5.3%, -11, 0, 0.3, 0, 2, 10
- CS(=O)(=O)c1ccc(-c2cn3cc(C(=O)O)ccc3n2)cc1
  -2%, -2, ?, 0, 1, 0.1, -3, 5, -8
- COc1cccc(CN2CC(C(=O)NCCOc3ccccc3F)CCC2=O)c1 (stereo not drawn)
  1%, 1, -0.3%, 3, 1, -0.4, -7, -2, -25
- Oc1ccc(-c2ccccc2)cc1CN1CCCCCC1
  -11%, -21, -0.2%, -4, 2, -0.4, -3, -1, -4
- COc1ccc(-c2nc(C(=O)O)cs2)cc1OC
  -3%, -1, 2.4%, 14, 8, -0.3, -7, 0, -36*
- CCOc1ccccc1CN1CCN(C2CCOCC2)CC1CCO (stereo not drawn)
  -2%, 7, -2.5%, 5, 1, -0.2, 0, 6, 6
- Cc1ccc(S(=O)(=O)/N=C(/Nc2ccc(F)cc2F)c2ccc(F)cc2)cc1
  -3%, 1, 3.8%, 6, 0, -0.1, 4, -3, 9
- CCOC(=O)c1cccnc1SCC(=O)Nc1ccc(C)cc1
  -16%, 0, 1.2%, -13, 2, 0.0, -8, -5, -21
- Cc1nnsc1-c1nnc(SCC(=O)c2ccc(C#N)cc2)n1C1CC1
  3%, -8, 1.3%, 8, 1, 0.3, 3, -3, 2
- COc1cc(/C=N/N2CCN(Cc3ccc(Cl)cc3)CC2)ccc1OC(C)=O
  12%, -21, -2.0%, 2, 10, 0.7, 1, 1, 6
- CCn1c(SCC(=O)N2CCCCC2C)nnc1-c1ccco1 (stereo not drawn)
  6%, -4, -0.7%, 1, 2, 0.6, -2, 8, 7
- C=CCn1cccc(C(=O)Nc2cc(OC)cc(OC)c2)c1=O
  -7%, 4, 2.9%, 3, 1, 0.3, -4, -2, 2
- COc1ccc(C)cc1S(=O)(=O)N1CCCC(C(=O)NCC2CCCO2)C1 (stereo not drawn)
  -8%, 9, 1.1%, 4, 0, -0.7, 1, 2, 16
- O=C(COC(=O)C1CC(O)CN1S(=O)(=O)c1ccc(Cl)cc1)c1cccc(Cl)c1 (stereo not drawn)
  -13%, -2, -0.5%, -1, 1, -0.9, -7, -3, 0
- CC(C)(CSc1ccccn1)NS(=O)(=O)c1ccc(Cl)cc1
  1%, 6, -5.3%, -1, 4, 0.1, 0, -8, -12
- N/C(=N\OC(=O)C1CCCCC1)c1ccncc1
  -13%, -6, 1.1%, -6, 2, 0.2, 1, -6, -7
- CCCNC(=O)NC(=O)COc1ccc(-c2ccc(C#N)cc2)cc1
  -4%, -3, 11%, 13, 0, 0.5, 3, -1, -5
- Cc1nn(CCc2nn[nH]n2)c2nc(-c3ccc(C4CCCCC4)cc3)cc(C(F)(F)F)c12
  -17%, -7, -0.2%, -18, 9, -1.3, -6, -6, -46*
- O=C(CN1C(=O)c2ccccc2C1=O)OCC(=O)N1CCN(c2ccccc2)CC1
  ., 16, 0.1%, -8, 3, -0.1, -1, 7, -14
- CCC(CO)n1c(=S)[nH]c2cc(OC)c(OC)cc2c1=O (stereo not drawn)
  -4%, 16, 1.0%, 1, 2, 0.9, -5, -6, 18
- COc1ccc(/C=C2\Oc3cc(OCC(=O)N4CC(O)C[C@H]4C(=O)O)ccc3C2=O)cc1OC (stereo partly drawn)
  51%[activator], -7, 12%, ., 0, 0.2, 1, 2, 8
- CC(=O)c1cccc(NC(=O)N2CCCC2C(=O)NCc2ccc(F)cc2)c1 (stereo not drawn)
  -15%, -8, -2.0%, -4, 3, -0.3, 1, -9, 16
- CC(C)CC(Nc1ncnc2scc(-c3ccccc3)c12)C(=O)O (stereo not drawn)
  3%, 10, 1.2%, 1, 1, 0.8, 0, -4, 1
- COC(=O)C1=C(NC(=O)c2ccccc2C)CCS1
  -16%, 5, 1.3%, -6, 2, -0.8, 3, -2, 0
- Cc1ccccc1NCc1nc2ccccc2n1C
  -16%, 16, 1.1%, -1, 29, 0.2, 0, -1, 1
- CCS(=O)(=O)c1ccc(S(=O)(=O)CC)s1
  3%, -9, 0.2%, -6, 0, 0.8, -3, -4, -11
- CCOc1cc(C(=O)NC(=S)Nc2ccc(Cl)c(C(=O)O)c2)cc(OCC)c1OCC
  -12%, 11, -1.1%, -8, 1, -1.5, -3, 12, 8
- CC(=O)Nc1cccc2c1[n+]([O-])c(C)c(C)[n+]2[O-]
  -12%, 17, -0.8%, ., 3, 1.1, 3, -4, -6
- Nc1ccccc1SSc1ccccc1N
  ?, 20, 7.0%, -17, 7, 4.6, 0, -4, -9
- CCCCC(=O)Nc1nnc(-c2ccco2)o1
  -3%, 3, 1.4%, 16, 11, 0.6, 4, -3, -5
- COc1ccc(O)c(C(=O)CC(=O)c2ccccc2C)c1
  ?, 6, 1.1%, -16, 4, -0.9, -4, -5, 1
- COC(=O)C1=C(N)Oc2cc(C)n(CCCn3ccnc3)c(=O)c2C1c1ccc(Cl)cc1 (stereo not drawn)
  -17%, 3, 0.9%, -17, 1, 0.1, 4, 2, 6
- CC1=C(C(=O)Nc2ccccc2C(=O)NCCCOC(C)C)SCCO1
  -4%, ., 0.8%, 11, 1, -1.0, -4, 4, 0
- O=C(Cc1ccsc1)N1CCN(S(=O)(=O)c2ccccc2F)CC1
  ., -11, 1.9%, 7, 1, -0.5, 1, -19, -11
- NC(=O)C(=O)N/N=C/c1cccc(C(F)(F)F)c1
  -9%, 0, 1.8%, -7, -2, -0.9, -2, 3, 12
- CCc1nnc(NC(=O)c2ccc(COc3ccccc3)o2)s1
  -9%, 30, 2.9%, 6, 3, -0.1, -4, -3, 4
- COc1ccc(S(=O)(=O)Nc2ccc(NC(C)=O)cc2)cc1
  -24%, -1, -1.0%, 21, 2, 0.2, -1, 5, -15
- CCOC(=O)C(Cc1ccc(NC(=O)/C(=C/c2ccccc2)NC(=O)c2ccccc2)cc1)N1C(=O)c2ccccc2C1=O (stereo not drawn)
  -24%, -5, 3.0%, -10, 3, 2.3, -1, 4, 3
- COc1cccc(NC(=O)c2sc(NC(=O)c3ccncc3)nc2C)c1
  -7%, 6, 0.0%, -5, 1, -1.4, 0, 9, 10
- C#CC(C)(CC)NC(=O)Cn1nnc(-c2ccc(OCc3ccccc3Cl)cc2)n1 (stereo not drawn)
  -18%, 14, 1.3%, ., 5, 1.7, -5, 7, 1
- CC(C)(C)S(=O)(=O)c1cnc(N2CCCC2)nc1N
  1%, 7, 1.6%, -2, 3, 0.2, 1, 1, 0
- COCCN(C(=S)Nc1ccccc1C)C(C)c1cccnc1 (stereo not drawn)
  3%, ., -1.6%, 3, 2, -1.6, 0, 15, -5
- CC1(C)CC(=O)C(CCC(=O)c2ccccc2)C(C)(C)N1 (stereo not drawn)
  -7%, -12, -0.4%, 4, 3, -0.2, -2, -3, 7
- Cc1c(-c2nsc(NC(=O)c3ccccc3)n2)nnn1-c1ccc(C(F)(F)F)c(Cl)c1
  -9%, -3, 26%, ., 4, 1.2, 1, 7, 5
- COC(=O)c1ccccc1NC(=S)NC(=O)COc1ccccc1
  2%, -10, 1.9%, -5, 8, 0.8, -1, 0, -1
- Cc1ccc(-c2noc(-c3ccc(NCc4ccco4)c([N+](=O)[O-])c3)n2)cc1
  -18%, -3, -0.8%, ., 7, 0.0, -1, 1, -4
- COC(=O)N/N=C/c1c(C)cc(C)cc1C
  -4%, -7, 2.8%, -8, -1, -0.2, -5, -3, 2
- CCOc1ccc(NC(=O)c2ccc(CN3C(=O)C(C)=C(c4ccc(C)cc4)S3(=O)=O)cc2)cc1
  -8%, 13, 1.4%, -8, 3, 0.4, 0, 1, -6
- COc1ccccc1C(=O)N/C(=C/c1ccc(Br)cc1)C(=O)NCC(=O)O
  -7%, 7, 0.3%, 3, 2, -0.8, -7, 6, -9
- CCOC(=O)N1CCN(C(=O)c2noc3c2COc2ccccc2-3)CC1
  -5%, -2, -0.5%, -17, 7, 0.1, -4, 2, -31*

Structures listed above that bear a hit mark in D1 antagonist.
mol | D2 potentiator | RXFP1 antagonist | D1 agonist | TRHR ag | D1 PAM | TRHR enhancer | D1 antagonist
COc1ccc(-c2nc(C(=O)O)cs2)cc1OC | -1 | 14 | 8 | -0.3 | -7 | 0 | -36*
Cc1nn(CCc2nn[nH]n2)c2nc(-c3ccc(C4CCCCC4)cc3)cc(C(F)(F)F)c12 | -7 | -18 | 9 | -1.3 | -6 | -6 | -46*
CCOC(=O)N1CCN(C(=O)c2noc3c2COc2ccccc2-3)CC1 | -2 | -17 | 7 | 0.1 | -4 | 2 | -31*

Not all compounds are listed. The share of hits here may be higher or lower than overall.
